Compound activity deposited in PubChem by National Center for Advancing Translational Sciences (NCATS).
KDM5B inhibitor – KDM5B demethylase inhibition. Q9UGL1. KDM5B demethylase, FDH-coupled NADH fluorescence (FDH is formaldehyde dehydrogenase). Potency, µM (series often up to 57.7 µM), for the others: top-dose activity change, negative = inhibition, actives largely listed as inhibitors. hit rate 2.6% among 220,000. AID 1347165; active means well fitted inhibition curve with a large enough effect; inconclusive means small, poorly fitted or top-dose-only effect; inactive means no such curve, though single readings can be large or run the other way; further: 0% is about no effect; nearly all actives have a fitted effect of over 70% in size
Target sequence (Q9UGL1 whole entry, looked up): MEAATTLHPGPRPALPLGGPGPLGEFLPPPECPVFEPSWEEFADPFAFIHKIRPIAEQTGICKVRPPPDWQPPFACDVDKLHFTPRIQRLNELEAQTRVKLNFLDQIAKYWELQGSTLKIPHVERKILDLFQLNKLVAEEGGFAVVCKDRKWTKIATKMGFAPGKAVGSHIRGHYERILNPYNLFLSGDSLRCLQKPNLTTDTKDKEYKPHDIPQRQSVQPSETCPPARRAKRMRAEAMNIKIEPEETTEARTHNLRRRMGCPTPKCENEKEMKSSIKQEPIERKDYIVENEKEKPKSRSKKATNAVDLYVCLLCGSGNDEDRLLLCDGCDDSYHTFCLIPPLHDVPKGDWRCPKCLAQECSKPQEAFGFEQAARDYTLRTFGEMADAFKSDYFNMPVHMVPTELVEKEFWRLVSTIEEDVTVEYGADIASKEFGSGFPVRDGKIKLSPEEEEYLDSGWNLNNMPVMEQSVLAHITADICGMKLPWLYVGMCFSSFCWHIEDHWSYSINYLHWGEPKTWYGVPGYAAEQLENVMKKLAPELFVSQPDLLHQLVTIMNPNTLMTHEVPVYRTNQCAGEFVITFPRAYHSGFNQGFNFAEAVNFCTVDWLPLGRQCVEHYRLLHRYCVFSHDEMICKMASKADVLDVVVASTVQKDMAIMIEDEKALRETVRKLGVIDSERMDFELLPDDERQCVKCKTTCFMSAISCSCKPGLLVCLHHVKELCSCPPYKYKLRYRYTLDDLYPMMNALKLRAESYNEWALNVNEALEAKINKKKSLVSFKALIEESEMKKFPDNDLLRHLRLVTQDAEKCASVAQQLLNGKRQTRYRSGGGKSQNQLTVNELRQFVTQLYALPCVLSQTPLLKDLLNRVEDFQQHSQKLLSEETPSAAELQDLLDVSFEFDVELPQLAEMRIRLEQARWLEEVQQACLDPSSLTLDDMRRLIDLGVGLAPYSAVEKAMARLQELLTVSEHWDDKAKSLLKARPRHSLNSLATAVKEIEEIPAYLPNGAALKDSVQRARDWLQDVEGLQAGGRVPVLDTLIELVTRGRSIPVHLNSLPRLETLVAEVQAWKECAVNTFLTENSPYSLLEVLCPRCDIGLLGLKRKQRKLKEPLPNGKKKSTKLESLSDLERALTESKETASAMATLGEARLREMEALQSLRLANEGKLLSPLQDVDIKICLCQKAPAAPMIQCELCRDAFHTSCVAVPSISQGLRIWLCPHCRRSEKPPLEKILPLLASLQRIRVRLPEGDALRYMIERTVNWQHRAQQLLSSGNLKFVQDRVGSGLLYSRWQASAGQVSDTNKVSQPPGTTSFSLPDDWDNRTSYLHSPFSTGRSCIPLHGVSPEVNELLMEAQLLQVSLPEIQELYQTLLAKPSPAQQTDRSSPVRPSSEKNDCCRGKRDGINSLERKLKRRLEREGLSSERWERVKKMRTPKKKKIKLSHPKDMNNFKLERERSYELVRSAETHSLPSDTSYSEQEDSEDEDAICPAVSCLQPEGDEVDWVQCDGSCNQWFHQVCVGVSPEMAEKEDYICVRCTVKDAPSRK
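Measured: NADH fluorescence change, 30 min, RT. System: KDM5BΔAP 200 nM final, H3K4me3 peptide, α-KG, Fe(II), ascorbate, NAD⁺ plus FDH, pH 7.5 HEPES. Compounds: titrated, 10 min pre-incubation with enzyme.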
* marks the source's active call; other numbers are inactive results; i = inactive; ? = inconclusive; & = joins results of further samples; [ ] = remark or other dose. Potency means the concentration at half of the fitted maximal effect. This is a subset; rates above refer to the full screens.

The opening 4 entries, to show the layout:
SMILES | KDM5B inhibitor
Cc1nn(CC(=O)Nc2ccc(C(C)C)cc2)c(=O)c2c(C)n(-c3ccc(Cl)cc3)nc12 | -14.6%
CC(=O)N1Cc2ccccc2CC2(CCN(Cc3ccccn3)CC2)C1 | 15.3%[149 µM]
CCn1c(-n2nc(C)c(C)c2C)nc2c1c(=O)n(Cc1ccc(OC)cc1)c(=O)n2C | 14.6%
COc1ccc(CN(Cc2ccco2)C(=O)COc2ccccc2OC)cc1 | -39.4%

Main list, from the start:
SMILES | KDM5B inhibitor
Cc1nn(CC(=O)Nc2ccc(C(C)C)cc2)c(=O)c2c(C)n(-c3ccc(Cl)cc3)nc12 | -14.6%
CC(=O)N1Cc2ccccc2CC2(CCN(Cc3ccccn3)CC2)C1 | 15.3%[149 µM]
CCn1c(-n2nc(C)c(C)c2C)nc2c1c(=O)n(Cc1ccc(OC)cc1)c(=O)n2C | 14.6%
COc1ccc(CN(Cc2ccco2)C(=O)COc2ccccc2OC)cc1 | -39.4%
CN(C)C(Cn1cc(-c2cncnc2)nn1)c1ccccc1Cl (stereo not drawn) | -22.1%
COC(=O)c1sc(S(=O)(=O)Nc2ccccc2Br)c(C(=O)OC)c1C | -6.1%
CCOC(=O)C1=CN(c2ccc(F)cc2)C=C(C(=O)OCC)C1c1ccc2c(c1)OCO2 | 3.2%
CC(C)NC(=O)NCc1nnc2n1C(C(=O)NCc1ccc(F)cc1)CC2 (stereo not drawn) | 13.6%[115 µM]
CCOCCOC1CCN(C(=O)NCc2ccc(F)cc2)CC1 | -6.7%
CCc1ccc(NC(=O)c2ccc(F)c(S(=O)(=O)N(C)C3CCCCC3)c2)cc1 | -17.4%
COC(=O)c1cc2n(n1)CCCN(C(=O)COc1ccc(C)c(C)c1)C2 | -10.6%
CCOc1ccccc1NC(=O)c1sc2nc(C)cc(C)c2c1N | 15.0%
CCCC12CN3CC(CCC)(CN(C1)C3c1ccccc1)C2=O (stereo not drawn) | 11.4%&-18.6%
CCOC(=O)CN1C(C(C)=O)=C(OC(=O)CC)c2ccccc2S1(=O)=O | -15.7%
CC(C)c1ccc(NC(=O)CCCn2cnc3c2c(=O)n(C)c(=O)n3C)cc1 | -4.4%
CC(NC(C)c1ccccc1Cl)c1ccc(F)cc1 (stereo not drawn) | 8.7%
COc1ccc(C2(C(=O)NCCn3c(C)cnc3-c3cccnc3)CC2)cc1 | ?
O=C(O)c1ccc(/C=C/c2nc3cc(Cl)ccc3o2)cc1 | 16.9%
CC(C)(C)OC(=O)N1CCC(c2c(C(=O)N3CCN(C(=O)c4ccco4)CC3)cnn2-c2ccccc2)CC1 | 10.7%
CCN(CC)Cc1cnc2c(C(=O)Nc3ccc(Cl)cc3C)cnn2c1 | -29.9%
COc1ccc(CCNc2ncnc3c2cnn3-c2cc(Cl)ccc2C)cc1 | -19.5%
COCCC(=O)N1CC(c2nnc(-c3ccc(C)cc3)o2)C2(CCOCC2)C1 (stereo not drawn) | -14.2%
CCSc1ncc(Cl)c(C(=O)N(Cc2ccc(N(C)C)cc2)Cc2ccco2)n1 | ?
COc1ccc(NCC(=O)N/N=C/C2CCCCC2)cc1 | -23.5%
O=C1CC2(CCN(c3nc(-c4ccccc4)nc4c3CCC4)CC2)CN1 | -14.8%
CSc1ccccc1NC(=O)c1csc(C)c1C | -17.7%
Cc1ccc(C(C)NS(=O)(=O)C2=Cc3ccccc3CC2)o1 (stereo not drawn) | ?
COc1ccc(CN2Cc3[nH]cnc3C[C@H]2C(=O)NCc2ccc(Cl)cc2)c2ccccc12 | ?
O=C(N[C@H]1[C@H](O)[C@H](O)C[C@@H]1c1ccc(C(F)(F)F)nc1)c1cc2ccccc2s1 | -12.1%[86.2 µM]
CCC(Sc1nc2ccncc2[nH]1)C(=O)Nc1ccc(C)c(Cl)c1 (stereo not drawn) | -7.0%
CC(C)(Oc1nn(Cc2cccc(Cl)c2)c2ccccc12)C(=O)NCc1cnccn1 | -4.0%[86.2 µM]
O=C(COc1ccc(Cl)cc1)Nc1ccc2oc(=O)ccc2c1 | 2.8%
COc1cc2c(cc1OC)-c1c(c(C(=O)N3CCC(C(N)=O)CC3)nn1-c1ccccc1F)C2 | -11.6%
O=C(NCCc1nc(Cc2ccccc2)no1)[C@H]1CCC[C@@H](O)C1 | -16.5%
CCOC(=O)c1c(C)[nH]c(C)c1S(=O)(=O)N(C)CC(=O)Nc1ccc(C)cc1Br | 7.0%
Cc1cc(C(F)(F)F)cc(NNC(=O)NC(=O)c2c(F)cccc2Cl)n1 | 21.3%
O=C(Cc1ccccc1C(F)(F)F)N1CCC2(CC1)[C@H](O)C[C@@H]2O | -1.8%
COc1ccc(C(=O)NCC(c2ccc(N(C)C)cc2)N2CCc3ccccc32)c(OC)c1 (stereo not drawn) | -7.3%
Clc1ccc(C2Cn3nnc(-c4nc(-c5ccccc5Br)no4)c3CO2)cc1 (stereo not drawn) | -16.4%
Cc1cccc(C(=O)N2C[C@@H](F)C[C@H]2C(=O)N2CCCCC2)c1 | -14.4%

2 entries from above, in markdown:
| Compound | KDM5B inhibitor |
| --- | --- |
| O=C(Cc1ccccc1C(F)(F)F)N1CCC2(CC1)[C@H](O)C[C@@H]2O | -1.8% |
| Cc1cccc(C(=O)N2C[C@@H](F)C[C@H]2C(=O)N2CCCCC2)c1 | -14.4% |

Continuation:
SMILES | KDM5B inhibitor
O=C(NC1CCCC1)C1(CCO)CC12CCOCC2 (stereo not drawn) | -5.6%
CCN1C(C(=O)c2ccccc2)=C(OC(=O)c2ccc(Cl)cc2)c2ccccc2S1(=O)=O | ?
CCN(CC)C(=O)c1sc(NC(=O)C(c2ccccc2)c2ccccc2)c(C#N)c1C | -14.5%
COc1ccc(N(C(=O)c2ccco2)S(=O)(=O)c2ccc3c(c2)oc(=O)n3C)cc1 | -11.4%
CCOc1ccc(-c2noc(-c3nnn(-c4ccc(C(C)C)cc4)c3N)n2)cc1 | 9.5%
COc1ccc(S(=O)(=O)Nc2ccccc2Cl)cc1NC(=O)c1cccc(-n2cccc2)c1 | ?
CC(C)c1nc2c(c(-c3ccc(O)cc3)n1)CN(C(=O)N(C)C)CC2 | -2.3%
CCCc1nc(C(=O)NC(C)c2nncn2CCOC)cs1 (stereo not drawn) | -13.0%
COc1ccccc1C(=O)NCc1c[nH]c2ncccc12 | -34.5%[86.2 µM]
CCOc1ccc(-c2nc(C#N)c(NC3CC3)o2)cc1 | ?
CN(C)C(=O)c1nc(-c2ccc(Cl)nc2)c2ccccn12 | 112µM*
Cc1ccc2[nH]c(C(=O)N3CCC(C(N)=O)CC3)cc2c1 | -25.6%
CCOC(=O)c1ccc(NC(=O)/C(C#N)=C/c2ccc(OC)cc2)cc1 | -10.1%[11.5 µM]
CC(C)(C(=O)Nc1cccc(OCCS(C)(=O)=O)c1)c1ccccc1 | 21.6%
COCc1ncc(CN2CCC(Cc3nncn3-c3ccccc3)CC2)cn1 | 3.8%
COc1ccc(C(=C(Cl)Cl)c2ccc(OC)cc2)cc1 | -16.1%
COCCOC1CCN(C(=O)c2ccc(OC)nc2)CC1 | -18.8%
NC(=O)CCNC(=O)[C@@]1(O)C[C@@H](O)[C@H](O)[C@@H](NC(=O)c2ccc(F)c(Cl)c2)C1 | 4.2%[86.2 µM]
CCCN(C(=O)Cn1ncc2c([nH]c3ccccc32)c1=O)c1ccc(F)cc1 | -77.2%
CC1C(c2ccc(Cl)cc2)=[N+]([O-])C(C)(C)N1O (stereo not drawn) | 18.3%
O=C(C1CCOCC1)N1CCC(c2nc(C3CCOCC3)no2)C1 (stereo not drawn) | ?
Cc1ccc(CN2CCc3nc(C)nc(-c4ccc(O)cc4)c3C2)cc1 | 12.0%
c1ccc2c(N3CCCCC3)nc(N3CCCC3)nc2c1 | -11.5%
O=C1CCCCCN1CCC(=O)N1CCn2nc(Cc3ccccc3)cc2C1 | 31.7%
Cc1ccccc1NC(=O)c1nc2ccccc2nc1N1CCCCC1 | 21.0%
Cc1cccc(OC(C)C(=O)Nc2cccc3cccnc23)c1C (stereo not drawn) | -24.0%
COc1ccc(OC)c(-c2noc(NCCc3ccc(Cl)cc3)n2)c1 | 0.2%
Cc1noc(C2CC3(CCN(C(=O)CC4CCCC4)CC3)CN2C)n1 (stereo not drawn) | 8.0%
O=C(NC1CC2CCC1C2)c1ccccc1Cl (stereo not drawn) | 16.7%
Cc1ccccc1-n1c(=O)c2c3c(sc2n2cnnc12)CCCC3 | 2.5%
CC1CCN(S(=O)(=O)c2ccc3c(c2)N(CC(=O)NC(C)c2ccccc2)C(=O)CO3)CC1 (stereo not drawn) | 5.4%
O=C(N[C@H](Cc1ccccc1)C1CC(O)C1)c1ccc2nccn2c1 (stereo partly drawn) | ?
COc1ccc(CNC(=O)CC[C@H]2CNC(=O)[C@@H]3[C@@H](CCN3Cc3cccs3)N2C)cc1 | -6.0%
O=C1NCCOCCCN(C(=O)Nc2ccccc2)[C@H]2CCC[C@@H]12 | 26.8%
O=C(CSc1nncn1-c1cccnc1)Nc1ccccc1C(F)(F)F | 2.5%
O=C(c1ccco1)N1CC(F)(F)C[C@H]1c1nc(-c2ccncc2)no1 | -21.2%
Cc1cccc(Cn2c(=O)n(-c3cc(C)cc(C)c3)c(=O)c3oc4ccccc4c32)c1 | ?
Cc1ncc(CC(=O)N2C[C@@H](C(=O)O)[C@H](C3CC3)C2)c(=O)[nH]1 | -21.3%
Cc1ccc(CN2CC[C@H]3C(=O)NCCCCCCN(Cc4ccncc4)[C@@H]3C2)o1 | ?
CCOc1ccc(S(=O)(=O)n2nc(C)c(S(=O)(=O)N3CCCCC3)c2C)cc1 | ?
CCCCNc1ccc(-c2nc(-c3ccco3)no2)cc1[N+](=O)[O-] | 3.3%
Cc1ccc(C(Nc2ccc3nnnn3n2)c2cccs2)cc1 (stereo not drawn) | 9.3%
CC(C)CC(=O)N(c1ccc(Br)cc1)C1C=CS(=O)(=O)C1 (stereo not drawn) | -3.8%
COc1cccc(C(=O)NCCn2ccn3nc(-c4ccc(C)cc4C)cc3c2=O)c1OC | ?
Cc1nc2ccccn2c(=O)c1NC(=O)c1cccc(F)c1 | -25.6%
Cc1cccc(NC(=O)CN(C)S(=O)(=O)c2ccc3c(c2)c(=O)n(C)c(=O)n3C)c1C | -10.9%
Cc1ccc(C)c(S(=O)(=O)NCCc2csc(-c3ccc(Cl)cc3)n2)c1 | ?
COCc1nnc2n1CCC(NC(=O)c1ccco1)CC2 (stereo not drawn) | -2.6%
O=C(Nc1ccc2oc(=O)ccc2c1)c1ccc(-c2cccc([N+](=O)[O-])c2)o1 | -14.1%
Cc1ccc(NC(=O)CSc2[nH]c(=O)ncc2C)cc1 | 6.0%
CN(C)S(=O)(=O)c1ccc(C(=O)NCC2CC2(Cl)Cl)cc1 (stereo not drawn) | 9.7%
Cn1c(=O)c2c(-c3cccc(Br)c3)n(C(C)(C)CO)cc2n(C)c1=O | -1.0%
COc1ccc(NC(=O)NCc2cccn2Cc2ccc(F)cc2)cc1OC | -11.0%
COc1ccc(CNC(=O)C2CCN(C(=O)c3ccc(-n4ccc5ccccc54)s3)CC2)cc1 | 18.6%
Cc1ccc(NC(=O)Cn2nc(-c3cccc([N+](=O)[O-])c3)c3ccccc3c2=O)c(C)c1 | 15.4%
CC(=O)N1CCC(C2CCN(Cc3ccccc3C)C2)CC1 (stereo not drawn) | ?
O=C(CCc1cccnc1)Nc1ccc(Cl)cc1F | 20.6%
Cc1ccc(C(=O)N2C(C(=O)N3CCCC3)COC23CCN(C(=O)c2ccc(F)cc2)CC3)cc1 (stereo not drawn) | 7.8%
CC(C)c1cc(C(=O)O)c(O)c(C(C)C)c1 | ?
C[C@H](C(=O)N(C)CCC#N)C1CC[C@@]2(C)Cc3sc(NC(=O)C4CC4)nc3[C@@H](C)[C@@H]2[C@H]1O (stereo partly drawn) | -16.5%

The last 6 entries of the section above are carried over, then new ones follow:
SMILES | KDM5B inhibitor
Cc1ccc(NC(=O)Cn2nc(-c3cccc([N+](=O)[O-])c3)c3ccccc3c2=O)c(C)c1 | 15.4%
CC(=O)N1CCC(C2CCN(Cc3ccccc3C)C2)CC1 (stereo not drawn) | ?
O=C(CCc1cccnc1)Nc1ccc(Cl)cc1F | 20.6%
Cc1ccc(C(=O)N2C(C(=O)N3CCCC3)COC23CCN(C(=O)c2ccc(F)cc2)CC3)cc1 (stereo not drawn) | 7.8%
CC(C)c1cc(C(=O)O)c(O)c(C(C)C)c1 | ?
C[C@H](C(=O)N(C)CCC#N)C1CC[C@@]2(C)Cc3sc(NC(=O)C4CC4)nc3[C@@H](C)[C@@H]2[C@H]1O (stereo partly drawn) | -16.5%
O=C(Cn1c(=O)n(-c2cccc(Cl)c2)c(=O)c2sc3ccccc3c21)N1CCCC1 | ?
CCCNC(=O)NCCc1noc(-c2cccnc2)n1 | 3.6%
COCCNC(=O)c1nc(-c2cccnc2)c2cnccn12 | i
Cc1ccccc1-n1nc(-c2c(C)nc3scc(CC(=O)N4CCCC4)n3c2=O)cc1C | ?
CNC(=O)c1noc([C@@H]2CC(F)(F)CN2C(=O)C2CCCC2)n1 | -1.1%
CC(=O)N1c2c(cc(Br)cc2S(=O)(=O)Nc2ccccc2C)CC1C (stereo not drawn) | 2.6%
CCOc1ccc(S(=O)(=O)N2C[C@@H](F)C[C@H]2C(=O)N2CCc3ccccc3C2)cc1 | -29.1%
COC(=O)c1cc(=O)n(Cc2ccc(F)cc2)c(=Nc2ccccc2)s1 | -13.7%
Cn1cc(S(=O)(=O)N2CCc3ccccc32)cc1C(=O)Nc1ccc(C(F)(F)F)cc1 | ?
CSC1=N/C(=C\c2ccc(C(=O)O)cc2)C(=O)S1 | -30.0%
CC(=O)c1cccc(NS(=O)(=O)c2ccc(C)cc2)c1 | 1.8%
COc1ccc(CCNc2ccc(N3C(=O)CC(C)C3=O)cc2[N+](=O)[O-])cc1OC (stereo not drawn) | -16.0%
CN(CC1CCOC1)C(=O)NC1CCCC1 (stereo not drawn) | 30.2%
O=C(/C=C/c1ccc(C(F)(F)F)cc1)N1CCN(Cc2ccccc2)CC1 | 14.6%
